Bioassay records: PubChem, several laboratories
MEKK3 PB1 HTS – MEKK3-MEK5 PB1 interaction, increase or decrease; 290,000 compounds, 1.4% hits; bead-based flow cytometry, Alexa488-MEK5 binding to MEKK3; actives lie on both sides; 0 = blocked by unlabeled MEK5, 100 = vehicle; binding response (% of control), % at 10 µM; Q99759; AID 1529;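 active = binding response more than 3 SD above or below the average of its plate-row segment, actives on both sides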;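 note: Alexa488 bead fluorescence after subtracting the streptavidin-only scavenger bead signal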
PHOSPHO1 inh – PHOSPHO1 (human) inhibition; AID 1565; 290,000 compounds, 1.1% hits; Q8TCT1; recombinant PHOSPHO1, absorbance phosphatase assay; inhibition, % at 13.3 µM; in the data active = inhibition above about 60%
CRFR2-BP ag – CRF-BP/CRF-R2 complex agonism; HEK293 CRF-R2/CRF-BP, calcium dye fluorescence (FLIPR); percent of saturating CRF peptide response; 350,000 compounds, 0.46% hits; activation, % at 13.2 µM;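 active = activation of at least 50%, plus an integration ratio under a set limit after plate pattern correction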;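 note: plate controls were neutral control wells without compound for no effect and CRF at EC100 for full effect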
CRFR2-BP antag – CRF-BP/CRF-R2 complex antagonism; HEK293 CRF-R2/CRF-BP, CRF-induced calcium fluorescence; 350,000 compounds, 0.59% hits; inhibition, % at 11.8 µM;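 active = inhibition of the ligand-induced calcium signal above about 50% at the single tested concentration, limit read from the data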
M4 PAM – CHRM4 positive allosteric modulation | 360,000 compounds, 0.4% hits | activation, % at 3 µM | P08173 | CHO-K1 hM4/Gqi5, Fluo-8 calcium fluorescence, ACh EC20; 0% = ACh EC20, 100% = maximal ACh;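 active = activation above its plate's cutoff, the mean activation of sample wells plus 3 SD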; note: some results filed as inactive read as strong as hits
IDE cell activ – IDE (human) activation, cell-based | P14735 | HEK cells, FAbeta-B cleavage, fluorescence polarization; 0% vehicle, 100% cell-free pure enzyme wells | activation, % at 5.96 µM | 340,000 compounds, 0.073% hits | AID 493087;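 active = activation above the mean of all tested compounds plus 3 SD, set per screening campaign, cut at about 17% in these data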
IDE inh – inhibits human insulin-degrading enzyme in HEK cells. P14735. FAbetaB cleavage, fluorescence polarization. inhibition, % at 5.59 µM. 320,000 compounds, 0.41% hits;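 active = percent inhibition above the average of all tested compounds plus 3 SD, set per screening campaign, cut at about 16% in these data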;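 note: IDE supplied by intact live HEK cells; FP after avidin binding of uncleaved biotin substrate so inhibition keeps polarization high; 0% = DMSO wells and 100% = 60 µM reference IDE inhibitor Ii1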
p-CIP stab down – lowers stability of the mouse p/CIP coactivator protein; Q05BA5; F442A p/CIP-EGFP cells, EGFP fluorescence, 16 h; decrease of EGFP signal, % at 10 µM; 290,000 compounds, 0.01% hits;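 active = EGFP signal decrease of at least 30% at 10 µM or well 3 SD below plate mean, unless failing retest; inactive = the rest, including hits failing retest or dose response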; note: some compounds called inactive have numbers as strong as hits; many of its hits are not listed in these tables
GalR3 antag – blocks the human galanin receptor 3 | O60755 | HEK293 GalR3-CNG cAMP membrane potential fluorescence; galR3 body fused to GalR1 C-terminus | inhibition, % at 3 µM | 360,000 compounds, 0.44% hits | AID 651719;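 active = inhibition above the screen-wide average plus 3 SD, cut at about 13% in these data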;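 note: forskolin and galanin both at EC90 stimulate the cells; cAMP rise reported by CNG channel membrane potential dye signal; 0% = forskolin plus galanin with DMSO and 100% = forskolin alone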
* = called active by the depositor; / = no result given. Compounds were not picked by outcome. About 4.2% of those tested had a hit in this group.

SMILES	MEKK3 PB1 HTS	PHOSPHO1 inh	CRFR2-BP ag	CRFR2-BP antag	M4 PAM	IDE cell activ	IDE inh	p-CIP stab down	GalR3 antag
Cc1cc(N2CCC(C)CC2)nc(-n2nc(C)cc2C)n1	98	14	-1.4	18	3	6	-2	-1	4
Cc1ccsc1/C=N/NC(=O)CN1CCN(S(=O)(=O)c2ccc(Br)cc2)CC1	107	6	-4.7	-2	7	-5	5	3	2
N#C/C(=C\c1ccc([N+](=O)[O-])o1)C(=O)Nc1ccc(F)cc1	113	48	10	-29	-5	-10	12	-15	-1
CC(C)c1ccc(S(=O)(=O)N2CCN(C(=O)c3cc([N+](=O)[O-])ccc3N3CCOCC3)CC2)cc1	105	-14	1.3	0	14	-8	-2	-6	0
Cc1ccc(C)c(NC(=O)COC(=O)CCCN=C2NS(=O)(=O)c3ccccc32)c1	103	-6	-1.6	18	1	1	7	9	-3
COc1cc(Cl)c(C)cc1NC(=O)c1ccccc1-n1cnnn1	/	/	-0.8	2	0	6	5	/	-5
Cc1ccc(C)c(NC(=O)CCC(=O)NNS(=O)(=O)c2ccc(Cl)cc2)c1	/	/	0.8	-15	-1	-2	-3	/	4
CC(C)OC(=O)Cn1c(=O)sc2ccccc21	95	10	-1.4	23	6	5	-10	-14	0
CCCOc1ccccc1Cn1c(=O)oc2ccccc21	104	14	0.0	10	2	1	0	6	-5
Cn1c(=O)cc(OCCCC(=O)N2CCN(Cc3ccc4c(c3)OCO4)CC2)c2ccccc21	100	28	1.8	6	3	-8	1	-14	-2
COc1cccc(C(=O)N2CCN(C(=O)C3CC3)CC2)c1	101	18	-1.1	-3	-2	6	/	3	-1
c1ccc2c(c1)CCN(c1nc3ccccc3n3cnnc13)C2	104	-3	-0.6	-4	-4	2	2	6	1

The list goes on; the last two above are carried over.
SMILES	MEKK3 PB1 HTS	PHOSPHO1 inh	CRFR2-BP ag	CRFR2-BP antag	M4 PAM	IDE cell activ	IDE inh	p-CIP stab down	GalR3 antag
COc1cccc(C(=O)N2CCN(C(=O)C3CC3)CC2)c1	101	18	-1.1	-3	-2	6	/	3	-1
c1ccc2c(c1)CCN(c1nc3ccccc3n3cnnc13)C2	104	-3	-0.6	-4	-4	2	2	6	1
N#Cc1c(SCC(=O)Nc2ccccc2C(F)(F)F)sc2c(O)cc(=O)[nH]c12	98	-2	-0.3	5	0	-3	3	-16	5
O=C(NCCC1=CCCCC1)C1CCN(S(=O)(=O)c2ccccc2C(F)(F)F)CC1	/	/	0.8	-18	9	-5	6	/	-6
Fc1ccc(CNCc2ccccc2Cl)cc1	94	6	-1.5	-6	1	6	6	-25	-4
CCOc1cc(C(=O)N2CCOCC2)ccc1OCc1ccccc1	107	7	3.3	-8	0	3	4	-9	2
COc1ccccc1C(=O)NCCC(=O)NNC(=O)c1ccccc1O	/	/	-1.2	-4	1	-1	-1	/	-2
COc1ccc(NC(=O)C(c2ccccc2)N2CCN(c3ccccn3)CC2)cc1Cl (stereo unspecified)	107	-19	0.1	5	6	-6	4	5	-5
O=C(NCCN=C1NS(=O)(=O)c2ccccc21)c1ccccc1	98	32	1.6	-11	2	-1	-2	0	-7
Cc1cccc(Nc2cc(=O)n(C)c(=O)[nH]2)c1	105	/	0.5	10	-5	3	-3	1	-10
CCOC(=O)C(=Cc1cc(=O)c(OC)co1)C(=O)OCC	99	6	-1.3	30	4	-6	/	5	2
O=C(CCCNC(=O)c1ccc(Cl)cc1)Nc1cccc(S(=O)(=O)N2CCCCC2)c1	/	/	-0.5	5	2	3	8	/	1
COc1ccc(NC(=O)CC(CC(=O)O)c2cc(OC)c(OC)c(OC)c2)cc1 (stereo unspecified)	90	-4	2.0	8	-39	7	12	-6	-5
Fc1ccc(NC(=S)N2CCN(c3cccc(C(F)(F)F)c3)CC2)cc1	100	3	6.2	-44	-11	2	4	-3	-9
Cc1cc(C)cc(NC(=O)COC(=O)Cc2ccccc2F)c1	/	/	0.1	17	-2	2	-6	/	-5
CC(C)C(CCNC(=O)CC(Cc1ccccc1)c1ccco1)c1ccco1 (stereo unspecified)	100	16	3.4	-1	2	3	2	-12	-4
Cc1cc2n(n1)SC(Nc1cccc3ccccc13)N2 (stereo unspecified)	110	-4	-2.8	5	1	4	-5	9	-5
COc1cccc(NC(=O)CN(C)C(=O)CNC(=O)c2ccc(Oc3ccccc3)cc2)c1	/	/	0.0	-1	2	1	-6	/	-2
O=C(O)CCn1c2ccccc2c2nc3ccccc3nc21	103	8	0.1	6	0	3	2	-22	-5
Clc1ccc(OCCn2ccnc2)c2ccccc12	101	-41	-0.8	-7	9	1	6	-4	-9
CC(C(=O)N(C)CC(=O)Nc1ccccc1C(F)(F)F)N1C(=O)c2ccccc2C1=O (stereo unspecified)	/	/	0.7	-1	4	5	-1	/	-3
CCCOc1c(OC)cccc1C1CC(=O)Nc2cc3c(cc21)OCCO3 (stereo unspecified)	109	-12	-3.1	-4	17	1	2	-14	-7
Cc1ccc(Nc2nc3c([nH]2)c(=O)n(C)c(=O)n3C)cc1	110	6	1.1	-8	2	2	-3	-2	-5
Cc1nnc(NCc2ccncc2)c2ccccc12	94	-14	3.2	5	-2	3	7	23	-1
CCOC(=O)C1C(=O)NC(N2CCCCC2)=NC1c1ccco1 (stereo unspecified)	100	25	-0.6	18	19	1	2	7	1
CC(=O)Nc1cc(C(=O)N2CCCC2)ccc1S(=O)(=O)c1ccc(Cl)cc1	98	-16	-2.0	6	20	10	1	3	-3
Fc1ccccc1CSc1ncnc2c1ncn2C1CCCCO1 (stereo unspecified)	/	/	-0.9	-17	9	1	/	/	-4
COc1ccc(/C=N/NC(=O)COc2ccccc2-c2ccccc2)cc1	106	-18	0.7	-11	-3	6	2	-24	-3
CC1=NOC(=O)/C1=C\c1ccc(-c2ccccc2Br)o1	107	-8	51*	-32	3	-16	/	-5	-4
CCc1ccc(C(=O)CN(C#N)c2nc(C)cc(C)n2)cc1	103	38	-0.5	13	16	3	-5	6	0
O=C(Nc1nc2ccccc2s1)C1CCN(C(=O)c2ccco2)CC1	103	-2	0.2	-12	-5	0	-11	-3	-10
O=c1[nH]c2ccc(S(=O)(=O)N3CCN(C4CCCCC4)CC3)cc2[nH]c1=O	101	3	1.4	9	10	6	4	-5	-2
COc1cccc(NC(=O)CN(C)C(=O)CC(C)c2ccccc2)c1 (stereo unspecified)	97	15	-0.2	-2	5	3	2	-7	-2
O=C(C1CCCN1S(=O)(=O)c1ccc(Cl)c(Cl)c1)N1CCCCC1 (stereo unspecified)	102	32	-1.9	2	10	1	4	3	5
Cc1ccccc1CNC(=O)CN(c1cccc([N+](=O)[O-])c1)S(C)(=O)=O	101	8	-0.1	12	7	2	6	12	-4
CCCCC(=O)Nc1nc2ccc(C(=O)OC)cc2s1	113	-13	0.8	-46	-9	-2	4	-4	-6
Cc1ccsc1-c1nc(-c2ccccc2)c(-c2ccccc2)[nH]1	104	22	-1.0	-8	3	6	6	-5	-5
O=C(c1ccco1)N1CCN(S(=O)(=O)c2ccccc2[N+](=O)[O-])CC1	100	39	-2.9	8	2	0	2	-4	-2

Reformatted with values under each structure: part of the list above
Below each SMILES: MEKK3 PB1 HTS	PHOSPHO1 inh	CRFR2-BP ag	CRFR2-BP antag	M4 PAM	IDE cell activ	IDE inh	p-CIP stab down	GalR3 antag
CC1=NOC(=O)/C1=C\c1ccc(-c2ccccc2Br)o1
→ 107	-8	51*	-32	3	-16	/	-5	-4
CCc1ccc(C(=O)CN(C#N)c2nc(C)cc(C)n2)cc1
→ 103	38	-0.5	13	16	3	-5	6	0
O=C(Nc1nc2ccccc2s1)C1CCN(C(=O)c2ccco2)CC1
→ 103	-2	0.2	-12	-5	0	-11	-3	-10
O=c1[nH]c2ccc(S(=O)(=O)N3CCN(C4CCCCC4)CC3)cc2[nH]c1=O
→ 101	3	1.4	9	10	6	4	-5	-2
COc1cccc(NC(=O)CN(C)C(=O)CC(C)c2ccccc2)c1 (stereo unspecified)
→ 97	15	-0.2	-2	5	3	2	-7	-2

Shown as a hit in CRFR2-BP ag (from the list above):
SMILES	MEKK3 PB1 HTS	PHOSPHO1 inh	CRFR2-BP ag	CRFR2-BP antag	M4 PAM	IDE cell activ	IDE inh	p-CIP stab down	GalR3 antag
CC1=NOC(=O)/C1=C\c1ccc(-c2ccccc2Br)o1	107	-8	51*	-32	3	-16	/	-5	-4

Following part
SMILES	MEKK3 PB1 HTS	PHOSPHO1 inh	CRFR2-BP ag	CRFR2-BP antag	M4 PAM	IDE cell activ	IDE inh	p-CIP stab down	GalR3 antag
CCN1C(=O)[C@H]2[C@@H](c3ccc(-c4ccc(OC)cc4)cc3)N[C@@](CC(C)C)(C(=O)OC)[C@H]2C1=O	/	/	1.5	-7	12	0	-1	/	-4
O=C1CSC(=S)N1/N=C/c1c(F)cccc1F	100	22	0.4	-3	-1	-2	0	-16	-7
COC(=O)CNC(=O)COC(=O)c1cc(F)c(F)cc1Cl	107	-9	-1.2	5	5	4	-4	6	-5
CS(=O)(=O)n1nc(-c2ccc(Cl)cc2)nc1SCc1ccccc1	107	19	12	-17	2	-6	-2	-2	-5
COC(=O)COC(=O)c1ccc(-n2nnnc2SC)cc1	100	-16	-1.1	14	1	2	1	-9	-3
COc1ccc(C2=NOC(C(=O)NCC(C)C)C2)cc1 (stereo unspecified)	109	-141	0.8	9	2	8	5	-9	-2
CCN1C(=O)[C@@H]2[C@@H](c3ccc(-c4ccc(F)cc4)c(OC)c3)N3CCCC[C@@]3(C(=O)OC)[C@@H]2C1=O	/	/	4.7	-19	-4	0	4	/	-5
O=C(CCCN1C(=O)CCC1=O)Nc1ccc(Cl)c(C(F)(F)F)c1	101	41	1.2	-25	5	-3	1	12	-1
O=C(CC(NC(=O)c1ccccc1)c1ccccc1)Nc1ccc(F)c(F)c1 (stereo unspecified)	125	44	-1.0	29	-6	0	4	-11	-7
CCCCc1nc2ccccc2n1CC(=O)NN	106	-10	-2.4	8	7	2	10	2	-4
Cc1c(C(=O)Nc2ccncc2)sc2nc(-c3ccccc3)cn12	99	1	0.5	3	-6	-21	11	-10	/
CCN(CC(=O)Nc1ccc(S(=O)(=O)N2CCOCC2)cc1)Cc1ccccc1	/	/	-0.7	3	-2	2	2	/	-4
CCn1c(SCC(=O)Nc2ccccc2F)nnc1-c1cnccn1	103	-17	-0.1	-12	6	4	5	7	-1
O=C(CSc1nc(-c2cccs2)cc(C(F)(F)F)n1)NCc1ccccc1	88	1	-1.0	11	-5	3	3	2	-6

Single values from the entries so far.
N#Cc1c(SCC(=O)Nc2ccccc2C(F)(F)F)sc2c(O)cc(=O)[nH]c12 – IDE cell activ = -3
Cc1nnc(NCc2ccncc2)c2ccccc12 – IDE inh = 7
COC(=O)CNC(=O)COC(=O)c1cc(F)c(F)cc1Cl – p-CIP stab down = 6
CCCOc1c(OC)cccc1C1CC(=O)Nc2cc3c(cc21)OCCO3 (stereo unspecified) – GalR3 antag = -7
O=C(CCCN1C(=O)CCC1=O)Nc1ccc(Cl)c(C(F)(F)F)c1 – CRFR2-BP antag = -25
